Source: PubChem BioAssay
RGS4 inh = Inhibitors of Regulator of G Protein Signaling (RGS) 4: qHTS; Transcreener GDP fluorescence polarization, RGS4-accelerated GTP hydrolysis; Potency, µM (doses to about 114 µM), for inactives: at the highest dose activity change, negative = inhibition, most hits filed as inhibitors; 390,000 compounds, 0.039% hits; further: on the % scale 0 is the no-effect control and ±100 the full control effect; nearly all actives have a fitted effect of over 75% in size; some results filed as inactive show a strong effect at the top dose
Target sequence (P49798 whole entry, looked up): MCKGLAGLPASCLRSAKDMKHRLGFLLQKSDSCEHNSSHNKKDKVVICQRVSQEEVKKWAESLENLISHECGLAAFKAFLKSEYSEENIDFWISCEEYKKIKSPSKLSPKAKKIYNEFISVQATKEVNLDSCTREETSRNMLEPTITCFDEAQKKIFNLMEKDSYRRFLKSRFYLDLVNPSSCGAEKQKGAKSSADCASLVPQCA
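MLSMR compounds (23 nl, pin-transferred) preincubated 10 min at room temperature with a 500nM (2x) first reagent, then RGS4 at 900nM (2x) plus Transcreener GDP mix added; fluorescence polarization (620/688 nm) read before and after 90 min at 30 °C.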
Vif-APOBEC3G blk = qHTS for Inhibitors of Vif-A3G Interactions: qHTS. DNA dC->dU-editing enzyme APOBEC-3G (Homo sapiens), Q9HC16. HeLa A3G-eYFP + Vif (tagged APOBEC3G with the HIV-1 protein that degrades it), YFP fluorescence, overnight. Potency, µM (titrated, usually from 46.1 µM), for inactives: top-dose activity, negative = active, actives largely listed as inhibitors. 410,000 compounds, 0.076% hits;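 further: on the % scale 0 is the no-effect control and ±100 the full control effect; nearly all actives have a fitted effect of over 60% in size; hits raise eYFP signal because A3G escapes Vif-driven loss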
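HeLa cells stably expressing Vif and C-terminally eYFP-tagged A3G, seeded overnight at 37 deg C, then exposed to compound by pintool overnight at 37 deg C. Rise in yellow fluorescence (Ex 488/Em 500-530, Acumen) marks blocked Vif-driven A3G degradation.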
Vif-A3F inh = qHTS for Inhibitors of Vif-A3F Interactions: qHTS. Potency, µM (highest dose often 46.1 µM), inactives show at the top dose activity, negative = active. 390,000 compounds, 0.2% hits. HeLa A3F-eYFP + Vif (tagged APOBEC3F with the HIV-1 protein that degrades it), YFP fluorescence increase; further: % of control where 0% means no effect; nearly all actives have a fitted effect of over 65% in size
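HeLa cells stably expressing A3F-eYFP plus Vif, plated and incubated overnight at 37 deg C, then exposed to compounds overnight at 37 deg C. Blocked degradation read as raised yellow fluorescence (Ex 488/Em 500-530).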
IDH1 R132H inh = qHTS for Inhibitors of mutant isocitrate dehydrogenase 1 (IDH1): qHTS. Isocitrate dehydrogenase [NADP] cytoplasmic (Homo sapiens), O75874. IDH1-R132H enzyme, NADPH consumption, diaphorase/resazurin fluorescence. Potency, µM (highest dose often 76.6 µM), for the others: at the highest dose activity change, negative = inhibition, hits mostly inhibitors. 390,000 compounds, 0.093% hits; further: on the % scale 0 is the no-effect control and ±100 the full control effect; nearly all actives have a fitted effect of over 65% in size
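IDH1-R132H (0.5 ug/mL dispensed) in pH 7.5 Tris buffer was preincubated 30 min with compound, then given a substrate mix of 0.016 mM NADPH and 2 mM alpha-KG for 80 min at room temperature; remaining NADPH was read by diaphorase/resazurin fluorescence.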
USP1 inh = Inhibitors of USP1/UAF1: Primary Screen | Ubiquitin carboxyl-terminal hydrolase 1 (Homo sapiens), O94782 | recombinant USP1/UAF1, Ub-Rhodamine cleavage fluorescence | Potency, µM (doses to about 57.1 µM), for the others: top-dose activity change, negative = inhibition, hits mostly inhibitors | 390,000 compounds, 0.23% hits | AID 743255, 2014; further: on the % scale 0 is the no-effect control and ±100 the full control effect; nearly all actives have a fitted effect of over 60% in size; inactives centre near -12
Target sequence (O94782 whole entry, looked up): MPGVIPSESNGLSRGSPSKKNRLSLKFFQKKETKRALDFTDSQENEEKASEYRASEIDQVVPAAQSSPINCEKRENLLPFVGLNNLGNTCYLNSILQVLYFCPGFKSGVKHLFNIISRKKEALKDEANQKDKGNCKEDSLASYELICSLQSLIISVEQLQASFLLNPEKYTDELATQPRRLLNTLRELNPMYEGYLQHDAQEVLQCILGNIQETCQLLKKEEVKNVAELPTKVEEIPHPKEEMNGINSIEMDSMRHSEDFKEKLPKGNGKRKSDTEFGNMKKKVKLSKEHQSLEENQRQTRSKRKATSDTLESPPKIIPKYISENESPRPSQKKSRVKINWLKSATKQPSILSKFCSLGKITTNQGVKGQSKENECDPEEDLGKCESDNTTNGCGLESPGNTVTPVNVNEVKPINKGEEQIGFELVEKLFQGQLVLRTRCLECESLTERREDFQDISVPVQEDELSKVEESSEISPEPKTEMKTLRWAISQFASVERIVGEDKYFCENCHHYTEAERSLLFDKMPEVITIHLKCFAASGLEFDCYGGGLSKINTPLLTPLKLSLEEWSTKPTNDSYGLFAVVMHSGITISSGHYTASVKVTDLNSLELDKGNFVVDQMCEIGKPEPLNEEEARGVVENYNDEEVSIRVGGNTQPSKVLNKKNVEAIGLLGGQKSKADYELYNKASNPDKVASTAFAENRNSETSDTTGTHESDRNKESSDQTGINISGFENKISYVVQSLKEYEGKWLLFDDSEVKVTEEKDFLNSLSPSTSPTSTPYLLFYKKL
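Step one: compound is pinned into 1nM USP1/UAF1 in HEPES pH 7.8 buffer with TCEP. Step two: 15 min room-temperature incubation. Step three: Ub-Rho (150nM final) starts cleavage, tracked by fluorescence over six one-minute reads.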
TrxR1 inh = qHTS Assay for Inhibitors of Mammalian Selenoprotein Thioredoxin Reductase 1 (TrxR1): qHTS. Thioredoxin reductase 1, cytoplasmic (Rattus norvegicus), O89049. recombinant rTrxR1, NADPH fluorescence consumption, selenite substrate. Potency, µM (titrated, usually from 114 µM), inactives show top-dose activity change, negative = inhibition, usual class: inhibitors. 390,000 compounds, 1% hits. AID 588453, 2011; further: on the % scale 0 is the no-effect control and ±100 the full control effect; nearly all actives have a fitted effect of over 65% in size
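Rat TrxR1 (90 nM in the dispensed reagent) was pre-reduced with 400 uM NADPH for 5 min at room temperature, then incubated with compound for 15 min. After 400 uM selenite was added, NADPH fluorescence (Ex 340/Em 450 nm) was followed for 8 min.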
RXFP1 agonist = qHTS Assay for Agonists of the Relaxin Receptor RXFP1 | Relaxin receptor 1 (Homo sapiens), Q9HBX9 | HEK293T-RXFP1 cAMP TR-FRET, 30 min; response scale: percent of porcine relaxin response, buffer zero | Potency, µM (titrated, usually from 57.5 µM), for inactives: top-dose activation, hits mostly activators | 370,000 compounds, 0.3% hits; further: on the % scale 0 is the no-effect control and ±100 the full control effect; nearly all actives have a fitted effect of over 60% in size; many of its hits are not listed in these tables
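HEK293 cells stably expressing RXFP1, treated 30 min at 37C with compounds plus PDE4 inhibitor Ro 20174; cAMP measured by HTRF TR-FRET. Normalized to buffer and 29 nM porcine relaxin; EC50 by Hill fit.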
TrxR1 substrate = qHTS Assay for Substrates of Mammalian Selenoprotein Thioredoxin Reductase 1 (TrxR1): qHTS; Thioredoxin reductase 1, cytoplasmic (Rattus norvegicus), O89049; purified TrxR1 substrate turnover, NADPH consumption readout; Potency, µM (highest dose often 114 µM), without a hit: top-dose activity change, negative = substrate turnover; 390,000 compounds, 0.01% hits; AID 588456, 2011; further: on the % scale 0 is the no-effect control and ±100 the full control effect; nearly all actives have a fitted effect of over 50% in size
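Rat TrxR1, dispensed at 90 nM, was prereduced with 400 uM NADPH (final) for 5 min at ~22 deg C, then incubated with compound 15 min before 400 uM selenite. A first-read NADPH fluorescence drop versus no-compound background flagged substrates.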
12-LOX inh = Primary qHTS assay for inhibitors of human arachidonate 12S-lipoxygenase (ALOX12): Round 2; purified 12hLO, xylenol orange hydroperoxide absorbance; Potency, µM (highest dose often 108 µM), without a hit: at the highest dose activity change, negative = inhibition, usual class: inhibitors; 580,000 compounds, 1.1% hits; AID 1671190, 2021; further: on the % scale 0 is the no-effect control and ±100 the full control effect
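Hydroperoxide product was detected by ferrous iron/xylenol orange as the 573 to 405 nm absorbance ratio. Arachidonic acid at 40 uM (final) was turned over for 30 min at room temperature by 150 nM human 12hLO, pH 7.0 Hepes buffer, after 15 min compound preincubation.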
The depositor's hits bear a star; ? = inconclusive; . = not tested or not shown; [ ] = remark or other dose. The call rests on the fitted dose curve; in most records, active means well fitted curve in the direction sought with a large enough effect; inconclusive means small, poorly fitted or top-dose-only effect, or another doubt; inactive means no such curve, though single readings can be large; an effect the other way counts as inactive or inconclusive. Potency means the concentration at half of the fitted maximal effect.

SMILES	RGS4 inh	Vif-APOBEC3G blk	Vif-A3F inh	IDH1 R132H inh	USP1 inh	TrxR1 inh	RXFP1 agonist	TrxR1 substrate	12-LOX inh
Cc1cccc(N(CC(=O)N/N=C/c2ccc(C(=O)O)cc2)S(=O)(=O)c2ccccc2)c1C	19%	-1%	15%	4%	-25%	-2%	.	-3%	12%
Cc1n[nH]c(=O)nc1NC1CCCCC1	-26%	-1%	-1%	7%	-18%	3%	3.2%	-3%	26%
CC1(C)C(=O)Nc2ccccc2N1C(=O)CSc1ncccn1	21%	1%	-6%	1%	-15%	22%	2.7%	2%	-2%
O=C(Cn1cnc2c(nnn2-c2cccc(Cl)c2)c1=O)N1CCOCC1	-1%	4%	7%	-2%	-1%	14%	-1.3%	-1%[57.1 µM]	-7%
CCN=C1SC(CC(=O)Nc2sc3c(c2C#N)CCCC3)C(=O)N1CC (stereo not given)	-26%	-1%	-7%	-1%	-20%	3%	-0.4%	0%	6%
CCCOc1ccc(CNC(=O)CCCn2nc(C)c3sc4ccccc4c3c2=O)cc1	?	-4%	0%	-1%	?	18%	-2.9%	18%	-13%
CCCCCOC(=O)CSc1nc2c(c(=O)[nH]c(=O)n2C)n1Cc1ccc(Cl)cc1	-31%	-4%	2%	-1%	-22%	16%[57.1 µM]	6.6%	1%[57.1 µM]	?
N#Cc1nc(COc2ccccc2Cl)oc1NCc1ccc(F)cc1	0%	0%	-2%	-1%	0%	-23%[57.1 µM]	0.0%	2%[57.1 µM]	12%
O=C(/C=C/c1cccc(Cl)c1)c1ccc([N+](=O)[O-])o1	-111%	?	8%	?	-22%	1.6µM*	3.5%	-2%	?
O=[N+]([O-])c1cc([N+](=O)[O-])c(N2CCOCC2)cc1NCc1ccccc1	-16%	-9%	-4%	3%	-19%	9%	-0.2%	-4%	?
CC1CC(C)CN(S(=O)(=O)c2ccc3c(c2)CC(C)N3C(=O)C2CC2)C1 (stereo not given)	19%	-4%	5%	-7%	-12%	18%	-0.6%	-3%	-12%
CN(CC(=O)Nc1cccc(F)c1)C(=O)Cc1ccsc1	.	0%	-2%	1%	-11%	.	.	.	4%
CC(Nc1cc(N2CCN(S(=O)(=O)N(C)C)CC2)ccc1[N+](=O)[O-])c1ccccc1 (stereo not given)	-2%	0%	?	20%	-25%	22%	-0.5%	2%	-8%
CCN=C(N/N=C/c1ccc([N+](=O)[O-])cc1)SC	-26%	1%	-3%	7%	1%	-12%	3.2%	-12%	32µM*
O=C(COC(=O)c1ccc(O)cc1)Nc1ccc(N2CCCCC2)cc1	-16%	0%	0%	10%	-13%	3%	1.9%	-6%[57.1 µM]	?
Cc1[nH]c2ccccc2c1/C=N/Nc1nc2ccccc2[nH]1	-19%	?	6%	-5%	5%	2%[57.1 µM]	2.5%	-6%	?
Cc1cc2cc(C#N)c(NCCNC(=S)NCCCN3CCOCC3)nc2cc1C	-25%	9%	-11%	10%	-11%	16%[57.1 µM]	0.7%	50%	-6%
COc1ccc(Cl)cc1NC(=O)COC(=O)CCNS(=O)(=O)c1cccs1	-25%	1%	1%	7%	-18%	14%[57.1 µM]	2.2%	6%[57.1 µM]	-10%
NS(=O)(=O)c1cccc(NC(=O)COC(=O)COc2ccc3ccccc3c2)c1	-42%	-8%	-8%	6%	-14%	8%[57.1 µM]	-0.4%	8%[57.1 µM]	-10%
C[N+]1(C)CC2([N+](=O)[O-])CC=C(Oc3ccccc3)C([N+](=O)[O-])(C2)C1 (stereo not given)	-29%	0%	-13%	-1%	-12%	8%[57.1 µM]	5.0%	8%[57.1 µM]	?
COc1cc(/C=C2\C(=O)N(c3cccc(C(=O)O)c3)N=C2C)ccc1OCc1ccccc1	.	1%	-5%	-6%	?	.	.	.	?
c1ccc(-c2noc(-c3ccc4ccccc4c3)n2)cc1	0%	-5%	2%	7%	-10%	39%[activator][57.1 µM]	-1.8%	17%[57.1 µM]	7%
Cc1ccc(C)c(CN2C(=O)CSc3ccc(C(=O)NCc4ccc(F)cc4)cc32)c1	20%	-6%	-4%	1%	-26%	18%	0.2%	14%[2.29 µM]	0%
CCOc1cccc(/C=N/NC(=S)Nc2cc(S(=O)(=O)N3CCOCC3)ccc2N2CCOCC2)c1O	17%	-2%	5%	-1%	-25%	-8%	1.3%	-9%	?

Arranged by value in IDH1 R132H inh (descending): some entries from above.
molecule | IDH1 R132H inh
CC(Nc1cc(N2CCN(S(=O)(=O)N(C)C)CC2)ccc1[N+](=O)[O-])c1ccccc1 (stereo not given) | 20%
O=C(COC(=O)c1ccc(O)cc1)Nc1ccc(N2CCCCC2)cc1 | 10%
c1ccc(-c2noc(-c3ccc4ccccc4c3)n2)cc1 | 7%
CC1(C)C(=O)Nc2ccccc2N1C(=O)CSc1ncccn1 | 1%
C[N+]1(C)CC2([N+](=O)[O-])CC=C(Oc3ccccc3)C([N+](=O)[O-])(C2)C1 (stereo not given) | -1%
O=C(Cn1cnc2c(nnn2-c2cccc(Cl)c2)c1=O)N1CCOCC1 | -2%
COc1cc(/C=C2\C(=O)N(c3cccc(C(=O)O)c3)N=C2C)ccc1OCc1ccccc1 | -6%

The results go on.
SMILES	RGS4 inh	Vif-APOBEC3G blk	Vif-A3F inh	IDH1 R132H inh	USP1 inh	TrxR1 inh	RXFP1 agonist	TrxR1 substrate	12-LOX inh
O=S(=O)(NCC1CCN(c2ccc(S(=O)(=O)N3CCOCC3)cc2)CC1)c1ccccc1	-26%	0%	3%	3%	-12%	21%[57.1 µM]	-3.5%	-7%[57.1 µM]	2%
CCC(=O)Nc1ccc(NC(=O)c2ccccn2)cn1	-5%	1%	-9%	3%	-11%	0%	-0.6%	-3%	23%
CCCCSc1nc(N)nc2c1ncn2C1OC(CO)C(O)C1O (stereo not given)	8%	-6%	-21%	8%	?	15%[57.1 µM]	.	11%	-9%
CCOc1ccc(N2C(=O)CC(SCC(=O)O)C2=O)cc1 (stereo not given)	10%	0%	0%	1%	-9%	12%[57.1 µM]	1.2%	2%[57.1 µM]	-8%
Cc1c(CC(=O)NCC(=O)NCC(=O)O)c(=O)oc2cc3c(cc12)CCC(C)(C)O3	-24%	2%	4%	4%	-17%	-10%	12%	537%[activator]	?
CCOc1cccc(OCCNC2CCCC2)c1	27%	0%	3%	-10%	-12%	18%	0.0%	5%	?
Cn1cnc(S(=O)(=O)N2CCCC(C(=O)NCc3ccc(F)cc3)C2)c1 (stereo not given)	-13%	0%	6%	7%	-18%	9%[57.1 µM]	8.7%	-1%[57.1 µM]	?
O=C(NC1CC1)C1CCCN(C(=O)Nc2ccc(F)cc2)C1 (stereo not given)	-33%	-6%	-2%	4%	-12%	1%	1.6%	-1%	7%
COc1ccc(S(=O)(=O)Nc2ccc3c(c2)C(=O)N([C@H](C)CO)C[C@H](C)[C@@H](CN(C)S(=O)(=O)c2ccccc2)O3)cc1	-9%	0%	-2%	-5%	-23%	4%	.	-4%	-26%
CC(C)c1ccc(NC(=S)Nc2cccc3ccccc23)cc1	-19%	1%	-3%	-7%	-17%	-5%	4.0%	17%	?
Cc1noc(C)c1S(=O)(=O)N(CC(=O)Nc1ccc(F)cc1F)c1ccc(C(C)C)cc1	-8%	-4%	5%	13%	-26%	4%	1.2%	-12%	-21%
Cc1cc(-c2ccccc2)nc(N/N=C/c2ccc(N(C)C)cc2)n1	4%	0%	9%	-8%	-14%	8%	.	-17%	69%[activator]

2 of these compounds in another layout.
Structure,RGS4 inh,Vif-APOBEC3G blk,Vif-A3F inh,IDH1 R132H inh,USP1 inh,TrxR1 inh,RXFP1 agonist,TrxR1 substrate,12-LOX inh
Cn1cnc(S(=O)(=O)N2CCCC(C(=O)NCc3ccc(F)cc3)C2)c1 (stereo not given),-13%,0%,6%,7%,-18%,9%[57.1 µM],8.7%,-1%[57.1 µM],?
O=C(NC1CC1)C1CCCN(C(=O)Nc2ccc(F)cc2)C1 (stereo not given),-33%,-6%,-2%,4%,-12%,1%,1.6%,-1%,7%

This is a subset; count on the stated rates, not on these rows.
